DAGLB inhibitor: blocks human DAGLB lipase activity; HEK293T DAGLB membrane lysate, EnzChek fluorogenic substrate; inhibition, % at 5.17 µM; 0.059% of 340,000 active; in the data active = inhibition above about 34%;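 note: 0% = enzyme with vehicle and 100% = wells lacking enzyme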
CAL PDZ FP-1: blocks peptide binding to human CAL PDZ domain; Q9HD26; 0.02% of 330,000 active; inhibition, % at 20 µM; AID 504414; purified CAL PDZ, TMR-peptide fluorescence polarization, 1 h;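 active = highest replicate inhibition of at least 40%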;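 note: plate controls were DMSO neutral control wells for no effect and unlabeled competitor peptide control wells for full effect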
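Material: tagged CAL PDZ protein CerCALP, purified; buffer or medium: sodium phosphate/NaCl buffer pH 7.4 with TCEP, IgG, Thesit; also added: fluorescent TMR peptide probe; schedule: 1 h incubation at room temperature before polarization reading; technique: fluorescence polarization from S- and P-plane intensities, G-factor corrected; control set: unlabelled peptide and DMSO controls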
SR-BI DiI-HDL act: SR-BI HDL lipid transfer activation; CHO ldlA[mSR-BI] cells, DiI-HDL uptake fluorescence, 3 h; 100 = double the neutral-control signal; 0.096% of 320,000 active; AID 504775; activation, % at 12.5 µM;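 active = mean replicate activation of at least 60% and every replicate at or above 60%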;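 note: 0% = median plate neutral-control signal and 100% = twice that signal; values of inactives mirror those of a sister screen read the other way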
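system = CHO ldlA[mSR-BI] cells, LDL receptor-null, SR-BI overexpressing | medium = Ham's F12 with 0.5% BSA, HEPES 25 mM, pH 7.4 | probe or stimulus = DiI-HDL 10 µg/mL | compound dosing = single-point compound dose | incubation = compound exposure 3 h, 37 °C | technique = DiI fluorescence, bottom read | read-out = cell-associated DiI fluorescence as measure of HDL uptake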
C-LANA FP: inhibitors of KSHV LANA C-terminal domain DNA binding | MBP-C-LANA/FAM-LBS DNA binding, fluorescence polarization | inhibition, % at 9 µM | 0.078% of 340,000 active | AID 504423;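 active = highest replicate inhibition at or above 60% at 9 µM, even if other replicates fall short; inactive = all replicates below 60% inhibition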;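 note: 0% = neutral control wells and 100% = 4 µM acridine orange control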
Cardiac RTF inh: cardiac RTF calcium desensitization. IANBD-labeled cardiac RTF, Ca2+ fluorescence. 0.12% of 340,000 active. AID 493244. inhibition, % at 7.15 µM;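 active = inhibition above the mean inhibition of all tested compounds plus 3 SD, cut at about 17% in these data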;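 note: assay run at fixed EC70 calcium of 1.6 mM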
CAL PDZ FP-2: inhibitors of human CAL PDZ peptide binding | Q9HD26 | purified CAL PDZ, TMR-peptide fluorescence polarization, 1 h | inhibition, % at 24.9 µM | 0.92% of 300,000 active | AID 602252;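 active = mean inhibition of at least 30% with at least half of replicates also reaching 30%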;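 note: 0% = DMSO neutral control and 100% = excess unlabeled competitor peptide PRC23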
RTF Ca sens act: increases calcium sensitivity of human cardiac regulated thin filaments. activation, % at 7.2 µM. AID 493008. IANBD-labeled TnC RTF fluorescence at EC20 calcium; 0% EC20 calcium, 100% full calcium. 0.24% of 340,000 active. P19429+P45379;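 active = activation above the mean over all tested compounds plus 3 SD, cut at about 30% in these data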;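 note: rise in fluorescence read as greater calcium sensitivity of cardiac thin filaments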
Keap1 Nrf2 FP: inhibitors of human Keap1-Nrf2 protein-protein interaction; inhibition, % at 9.4 µM; Keap1 Kelch-Nrf2 peptide fluorescence polarization, 1536-well; Q14145; 0.15% of 340,000 active; in the data active = inhibition above about 12%;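 note: human Keap1 Kelch domain with fluorescein labeled Nrf2 9mer peptide probe; 0% = neutral control wells and 100% = peptide positive control; higher means more block of Keap1 binding to Nrf2 peptide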
Target sequence (Q14145 whole entry, looked up, the tested form may be a part): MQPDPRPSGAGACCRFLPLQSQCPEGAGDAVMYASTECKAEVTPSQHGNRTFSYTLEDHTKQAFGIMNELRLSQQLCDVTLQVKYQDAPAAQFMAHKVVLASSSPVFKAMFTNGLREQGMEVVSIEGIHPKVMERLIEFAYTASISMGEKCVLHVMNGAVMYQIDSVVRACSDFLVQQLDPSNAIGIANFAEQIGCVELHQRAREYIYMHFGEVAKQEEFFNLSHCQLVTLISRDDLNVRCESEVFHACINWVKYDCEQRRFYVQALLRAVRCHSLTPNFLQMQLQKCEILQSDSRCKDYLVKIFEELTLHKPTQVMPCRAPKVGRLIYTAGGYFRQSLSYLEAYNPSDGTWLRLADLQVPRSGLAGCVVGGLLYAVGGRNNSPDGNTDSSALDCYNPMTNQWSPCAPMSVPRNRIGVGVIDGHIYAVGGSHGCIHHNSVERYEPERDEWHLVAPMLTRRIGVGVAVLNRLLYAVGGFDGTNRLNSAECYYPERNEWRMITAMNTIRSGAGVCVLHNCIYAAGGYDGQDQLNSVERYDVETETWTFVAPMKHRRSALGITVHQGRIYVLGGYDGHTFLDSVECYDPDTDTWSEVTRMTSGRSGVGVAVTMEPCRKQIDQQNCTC
Rtt109 Vps75: blocks Candida albicans Rtt109/Vps75 acetyltransferase activity; 0.16% of 330,000 active; inhibition, % at 34.9 µM; purified Rtt109/Vps75, ThioGlo CoA-SH fluorescence, 4 h;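 active = inhibition of at least 50% in every replicate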
Target sequence (Q5AAJ8 whole entry, looked up): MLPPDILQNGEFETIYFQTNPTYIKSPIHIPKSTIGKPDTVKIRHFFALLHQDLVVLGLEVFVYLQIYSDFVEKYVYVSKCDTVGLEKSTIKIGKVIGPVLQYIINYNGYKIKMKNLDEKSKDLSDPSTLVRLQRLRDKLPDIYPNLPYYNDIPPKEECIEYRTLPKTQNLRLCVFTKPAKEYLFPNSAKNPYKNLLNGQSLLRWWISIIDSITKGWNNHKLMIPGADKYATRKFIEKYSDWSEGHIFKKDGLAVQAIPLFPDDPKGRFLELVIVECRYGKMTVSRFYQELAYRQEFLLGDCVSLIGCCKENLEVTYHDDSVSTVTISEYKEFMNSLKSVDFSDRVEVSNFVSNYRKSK
PKA-R2B activ: activates the human PKA-R2B holoenzyme complex; PKA-R2B holoenzyme dissociation, Cy5-IP20 fluorescence polarization; R2B truncated from residue 108, S112A mutant; 0% DMSO only, 100% 113 µM cGMP; activation, % at 11.4 µM; 0.079% of 340,000 active; AID 504700;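 active = activation above a cutoff set at the mean over all compounds plus 3 SD, cut at about 18% in these data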;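 note: higher means more holoenzyme dissociation and a rise in polarization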
An asterisk follows results filed as active; nt = no result given.

SMILES	DAGLB inhibitor	CAL PDZ FP-1	SR-BI DiI-HDL act	C-LANA FP	Cardiac RTF inh	CAL PDZ FP-2	RTF Ca sens act	Keap1 Nrf2 FP	Rtt109 Vps75	PKA-R2B activ
Cc1cc(=O)n2nc(N3CCCC(C(=O)NCc4ccccc4C)C3)sc2n1 (centres undefined)	2	-3.7	8	0.1	0	nt	4	-6	-4	-7
CC1(C)CC(NC(=O)c2cccc(F)c2)CC(C)(C)N1	0	-0.7	nt	-2.7	-11	15	-8	-9	0	-4
COc1ccc(N2CCN(S(=O)(=O)c3ccc4c(c3)NC(=O)CC(=O)N4)CC2)cc1	1	-0.2	9	-0.8	1	nt	-5	-5	0	8
O=C(OCCNc1nc(-c2ccccc2)nc2ccccc12)c1ccncc1	-2	-2.9	-31	1.4	3	-5	-5	0	nt	-6
Cc1ccc(N(CC(=O)NC2CCCC2)C(=O)CCC(=O)Nc2ccccn2)cc1C	0	-0.2	17	1.4	-14	1	-6	-6	4	-4
Cc1cc(C)c(NC(=O)COC(=O)C2CCC2)c(Cl)c1	-2	-2.2	20	-0.8	-9	-1	7	-5	-1	-1
CCCCNC(=O)c1onc(CSc2ccccc2F)c1C(=O)O	7	-0.2	14	-0.9	-15	-4	1	-2	-15	-9
CC(C)C(=O)Nc1cccc(COc2ccc(CN(CCc3ccccc3)C(=O)OC(C)(C)C)cc2)c1	-10	0.3	-22	1.2	-9	-2	-5	1	-11	-1
O=C(CNC(=O)c1ccccc1)NCC(c1ccco1)N1CCCC1 (centres undefined)	-2	-1.4	14	0.0	-6	4	8	0	-25	4
O=C(CCCOc1ccc(Cl)cc1)N1CCCCC1	-4	-1.2	7	0.8	-6	-1	8	-6	2	-6
Cc1ccc(C(C)C)cc1C(=O)CC1(O)C(=O)N(C)c2ccccc21 (centres undefined)	-1	nt	25	0.6	7	-2	0	-1	2	1
CC(C)(C)c1cc(NCCCn2ccnc2)n2ncc(-c3ccccc3)c2n1	nt	0.0	-21	-1.6	nt	nt	nt	4	-1	nt
COC(=O)C(Cc1ccccc1)NCC(=O)Nc1cccc(Cl)c1C (centres undefined)	-3	-0.3	19	1.5	0	-5	3	3	-4	5
COc1ccc(CN2C(=O)CS(=O)CC2=O)cc1OC	2	-0.1	2	-0.6	-5	-4	1	-5	3	0
O=C(CS(=O)c1cccc(C(F)(F)F)c1)Nc1ccc(Cl)cc1Cl (centres undefined)	-2	-0.5	nt	-1.0	1	-1	-3	-2	-2	-3
CCOc1ccc(-n2c(SCC(=O)Nc3ccc(OC)cc3)nc3sc4c(c3c2=O)CCN(C)C4)cc1	0	-2.1	-9	-1.6	-7	0	-1	-9	11	-6
COc1ccc(NC(=O)CSc2ccc3nnc(CCNC(=O)c4ccccc4)n3n2)cc1OC	-2	-1.4	-3	-0.1	-1	0	-2	2	-4	-2
Cc1c(NS(=O)(=O)c2cccc(C(=O)NC(C)c3ccccc3)c2)c(=O)n(-c2ccccc2)n1C (centres undefined)	0	-1.3	50	1.7	-1	-9	1	-2	-2	-4
Cc1cc(C)c(NC(=O)CSc2nc3ccc(NC(=O)CSc4nnnn4-c4ccccc4)cc3s2)c(C)c1	1	-1.3	-77	0.7	-2	-2	-4	2	-11	2
CCCc1cc(=O)[nH]c(SC(C)C(=O)N2c3ccccc3CC2C)n1 (centres undefined)	4	-1.0	18	9.3	7	6	-3	-2	-1	1
C=CCn1c(SC(C)C(N)=O)nc2sc(CC)cc2c1=O (centres undefined)	nt	-1.0	-10	-0.3	nt	4	nt	-2	-1	nt
COC(=O)C1CCN(C(=O)CCCOc2ccccc2)CC1	-1	0.7	9	-0.2	5	-3	-6	3	1	3
COC(=O)c1cc(NC(=O)c2cccc([N+](=O)[O-])c2C)ccc1Cl	-2	0.0	-66	1.8	-3	0	-3	-1	4	-13
N#Cc1ccccc1OCc1cn(CC(=O)c2ccc(O)cc2)nn1	-1	-0.7	-5	4.3	0	2	1	3	4	-1
COc1cc(SC)ccc1C(=O)NC1CCCc2ccccc21 (centres undefined)	-3	-0.9	nt	0.9	-4	-3	1	-4	8	-1

(continued)
SMILES	DAGLB inhibitor	CAL PDZ FP-1	SR-BI DiI-HDL act	C-LANA FP	Cardiac RTF inh	CAL PDZ FP-2	RTF Ca sens act	Keap1 Nrf2 FP	Rtt109 Vps75	PKA-R2B activ
CCc1ccc(CCC(=O)Nc2ccc(C(=O)O)cc2)o1	-3	0.5	17	-1.1	-6	nt	-1	-1	0	-5
Cc1nnc(Nc2ccccc2)n(N)c1=O	-5	-0.5	31	2.9	1	11	-5	-1	-1	3
COc1ccc(S(=O)(=O)N2CCOCC2)cc1C(=O)Nc1ccon1	1	0.5	-9	0.5	-15	nt	4	1	-1	10
Cc1ccccc1Nc1nc(=O)c2cc([N+](=O)[O-])ccc2s1	4	0.7	8	1.4	-3	-3	6	-1	-3	-16
CCOC(=O)C1=C(COC(=O)/C=C/c2ccc(Cl)cc2)NC(=O)NC1C (centres undefined)	0	-1.8	0	-1.0	-4	-2	-5	-7	-4	-2
CCCCCCc1cc2cc(S(=O)(=O)c3ccc(C)cc3)c(=O)oc2cc1O	2	-1.5	16	0.2	-6	nt	6	-8	-3	-5
CCc1ccc(C2N(c3ccc(OC)cc3)C(=O)C3CCCN32)cc1 (centres undefined)	-1	0.6	19	0.2	-5	nt	8	-1	6	8
COC(=O)c1ccc(NC(=O)CCN2C(=O)CSC2=O)cc1	0	-1.0	0	-0.2	-3	-5	1	1	-8	2
O=C(Nc1cccc(C(=O)N2CCCC2)c1)C1CC1	-4	-1.2	-4	-8.4	-5	-6	-9	-1	-4	13
CCOC(=O)CSc1nnc(Cn2nnc(-c3ccccc3)n2)n1CC	2	0.1	-8	-3.0	3	-3	-1	-4	-1	2
Cc1ccc(CNC(=O)c2sc3nc4c(c(C(F)(F)F)c3c2N)CCC4)cc1	2	-2.6	48	0.1	-11	nt	2	1	2	-3
COc1ccccc1C(=O)NC(=S)NC12CC3CC(CC(C3)C1)C2	0	-0.4	nt	0.5	4	nt	-4	0	-1	1
CCCCc1ccc(/C=C2\C(=O)ON=C2c2ccccc2)s1	0	-2.0	2	0.3	-13	-1	5	0	-9	-2
COc1ccc(/C=C2/N=C(SC3CCOC3=O)N(c3cccc(OC)c3)C2=O)cc1 (centres undefined)	0	-1.7	-35	1.8	2	10	4	0	6	-13
O=C1NC(=O)/C(=C\c2ccc(OCc3cccc([N+](=O)[O-])c3)cc2)N1	3	-1.3	-18	1.2	1	2	-2	-1	0	0
CC(Oc1ccc(Cl)cc1Cl)C(=O)NNC(=O)C(=O)N1CCCCC1 (centres undefined)	3	-0.1	17	1.0	-3	-3	0	3	16	1
O=C(O)/C=C/c1cn(-c2ccccc2)nc1-c1cc2ccccc2o1	0	-3.7	nt	0.5	-12	0	-4	-1	4	-6
O=c1[nH]c(C2CCN(S(=O)(=O)c3ccccc3)CC2)nc2c1nnn2Cc1ccccc1	4	0.4	20	1.1	-10	4	3	-6	6	-11
O=C(Nc1ccc(-n2cnnn2)cc1)c1cc(S(=O)(=O)N2CCCC2)ccc1Cl	3	-0.2	-45	-1.9	-13	-6	5	1	3	-3
Cc1nn(-c2ccccc2)c(Cl)c1/C=N/NC(=O)c1nn(C)cc1[N+](=O)[O-]	0	-4.7	-34	-0.8	8	-4	3	-1	6	-4
CC(C)c1nn2c(=O)cc(O)nc2s1	3	-2.1	-2	-0.7	-9	-1	-3	1	-14	0
COc1ccc(Br)cc1/C=N/NC(=O)Cn1nnnc1N	-1	0.5	-13	1.3	1	-5	-8	4	-2	-6
CC(C)C(=O)N1CCN(CCN2C(=O)c3cccc4cccc(c34)C2=O)CC1	-1	-2.6	1	-0.8	3	-9	4	3	0	-7
CC(=O)c1ccc(S(=O)(=O)NCCC(=O)NCCc2c[nH]c3ccccc23)cc1	-1	-0.7	-49	0.0	-1	-6	-4	2	1	-6
COc1ccc(C(=O)N(C)CCCC2CCCC2)cc1OC1CCN(C(C)=O)CC1	1	-0.3	nt	0.6	0	-6	-2	1	0	0

Brought forward from above: four entries, then new ones.
SMILES	DAGLB inhibitor	CAL PDZ FP-1	SR-BI DiI-HDL act	C-LANA FP	Cardiac RTF inh	CAL PDZ FP-2	RTF Ca sens act	Keap1 Nrf2 FP	Rtt109 Vps75	PKA-R2B activ
COc1ccc(Br)cc1/C=N/NC(=O)Cn1nnnc1N	-1	0.5	-13	1.3	1	-5	-8	4	-2	-6
CC(C)C(=O)N1CCN(CCN2C(=O)c3cccc4cccc(c34)C2=O)CC1	-1	-2.6	1	-0.8	3	-9	4	3	0	-7
CC(=O)c1ccc(S(=O)(=O)NCCC(=O)NCCc2c[nH]c3ccccc23)cc1	-1	-0.7	-49	0.0	-1	-6	-4	2	1	-6
COc1ccc(C(=O)N(C)CCCC2CCCC2)cc1OC1CCN(C(C)=O)CC1	1	-0.3	nt	0.6	0	-6	-2	1	0	0
CCCCC(=O)Nc1c2c(nn1-c1ccc(C)cc1)CS(=O)(=O)C2	0	-2.3	31	1.3	-12	-4	6	-4	-5	10
Cc1ccc2c(c1)C1CN(C)CCC1N2C(=O)c1cccc(S(=O)(=O)N2CC(C)CC(C)C2)c1 (centres undefined)	2	0.2	3	2.3	2	1	1	1	16	-1
CCN(CC)CC(O)c1ccc2ccc3ccc(O)cc3c2c1 (centres undefined)	1	1.1	-18	-2.1	-3	-3	-4	1	11	-3
COc1cccc(-c2sc3ccc(OC)cc3c2-c2ccc(OC)cc2F)c1	-10	0.9	-33	-0.7	8	-2	-4	-2	-1	-5
CCN(Cc1ccc2c(c1)OCO2)C(=O)/C=C/c1cccc(Br)c1	-5	-1.6	nt	-1.5	-10	2	-5	-8	4	11
CCCCCOc1ccc(CN2CCOCC2)cc1Cl	-5	-0.4	14	-3.8	-9	-3	16	2	-1	-15
COC(=O)[C@H](Cc1ccccc1)NC(=O)C1(OC(C)=O)CC(OC(C)=O)C(OC(C)=O)C(OC(C)=O)C1 (some centres undefined)	-1	-0.9	4	2.5	-6	-5	-6	-6	23	-6
O=C(Nc1ccccc1)c1ccc(F)c(S(=O)(=O)N2CCOCC2)c1	0	-2.3	0	-0.5	-3	1	1	-6	1	5
COc1ccc(/C=C2\SC(=S)N(CC(=O)NC3C=CS(=O)(=O)C3)C2=O)cc1 (centres undefined)	2	-2.3	-18	-1.3	-2	-1	-4	-5	8	11
O=C(O)CCCNC(=O)CCCn1nnc2ccccc2c1=O	2	-1.2	13	-0.9	-7	2	5	4	8	9
COc1cccc(C(=O)Nc2nnc(S(=O)(=O)N3CCCC3)s2)c1	1	-0.6	19	0.9	-8	-3	3	-4	-9	-4
O=C(CCl)N1c2ccccc2CCc2ccccc21	3	-16	-5	-0.4	-8	46*	-1	3	3	-13
O=C(CNC(=O)c1ccccc1F)N/N=C/c1cccs1	-1	-0.1	16	0.8	3	-2	-2	-2	0	-9

Screening data: PubChem BioAssay, several laboratories
